CAL PDZ FP-1: untagged CAL PDZ binding inhibitors, primary screen, biochemical, fluorescence polarization, HTS; purified CAL PDZ, TMR-peptide fluorescence polarization, 1 h; AID 602252, 2012; actives 0.92% (n = 300,000); Golgi-associated PDZ and coiled-coil motif-containing protein (Homo sapiens), Q9HD26; inhibition, % at 24.9 µM;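 active means mean inhibition of at least 30% with at least half of replicates also reaching 30%; inconclusive means no clear call, values can overlap the other calls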;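 further: 0% = DMSO neutral control and 100% = excess unlabeled competitor peptide PRC23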
SR-BI uptake up: activators of SR-BI mediated DiI-HDL uptake, primary screen, ldlA[mSR-BI] CHO cells, DiI fluorescence. 3 h; 100 = double the neutral-control signal. actives 0.096% (n = 320,000). activation, % at 12.5 µM. AID 504775, 2011;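 active means mean replicate activation of at least 60% and every replicate at or above 60%; inconclusive means mean or all-replicate condition met, but not both; inactive means mean below 60% and not all replicates reaching 60%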;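 further: 0% = median plate neutral-control signal and 100% = twice that signal; values of inactives mirror those of a sister screen read the other way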
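system = CHO ldlA[mSR-BI] cells, LDL receptor-null, SR-BI overexpressing | medium = Ham's F12 with 0.5% BSA, HEPES 25 mM, pH 7.4 | probe or stimulus = DiI-HDL 10 µg/mL | compound dosing = single-point compound dose | incubation = compound exposure 3 h, 37 °C | technique = DiI fluorescence, bottom read | read-out = cell-associated DiI fluorescence as measure of HDL uptake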
SR-BI DiI inh: inhibitors of SR-BI mediated HDL lipid uptake, primary screen, ldlA[mSR-BI] cells, fluorescence, single point. Scavenger receptor class B member 1 (Mus musculus), Q61009. ldlA[mSR-BI] CHO cells, DiI-HDL uptake fluorescence, 3 h. inhibition, % at 12.5 µM. actives 0.96% (n = 320,000);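 active means mean replicate inhibition of at least 70% and a set share of replicates each scoring 70 or more; inconclusive means meets just one of the two criteria; inactive means fails both criteria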;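 further: 0% = median of neutral control wells and 100% = median of positive control wells; values of inactives mirror those of a sister screen read the other way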
Target sequence (Q61009 whole entry, looked up): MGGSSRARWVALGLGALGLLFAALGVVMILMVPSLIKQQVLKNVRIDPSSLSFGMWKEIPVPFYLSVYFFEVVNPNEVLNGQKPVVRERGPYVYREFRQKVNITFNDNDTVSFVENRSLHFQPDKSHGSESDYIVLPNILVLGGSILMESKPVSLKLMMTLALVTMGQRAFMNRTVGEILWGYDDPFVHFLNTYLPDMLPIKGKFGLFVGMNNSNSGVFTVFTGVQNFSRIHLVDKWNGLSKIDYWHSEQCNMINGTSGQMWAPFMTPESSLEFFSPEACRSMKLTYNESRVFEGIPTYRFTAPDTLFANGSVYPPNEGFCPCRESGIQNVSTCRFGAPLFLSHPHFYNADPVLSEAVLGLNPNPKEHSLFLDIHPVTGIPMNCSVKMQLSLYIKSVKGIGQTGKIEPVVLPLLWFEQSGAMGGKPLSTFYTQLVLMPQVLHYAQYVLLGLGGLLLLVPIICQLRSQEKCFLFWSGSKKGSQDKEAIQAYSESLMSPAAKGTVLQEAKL
MITF act: activators of MITF-driven TRPM1 promoter reporter, primary screen, cell-based, SK-MEL-5, luciferase, single point; SK-MEL-5 TRPM1-promoter luciferase, 24 h; % of positive control, neutral wells = 0; activation, % at 12.5 µM; actives 0.75% (n = 300,000); AID 588334, 2011;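 active means mean activation of at least 80% with every replicate also reaching 80%; inconclusive means mean reaches 80% but some replicate falls short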;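 further: 0% = neutral control wells and 100% = parthenolide positive control wells; values of inactives mirror those of a sister screen read the other way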
Wnt act: Wnt/beta-catenin pathway activators, primary screen, cell-based, plate reader, single point | AID 743398, 2014 | activation, % at 9.35 µM | actives 1.2% (n = 300,000) | Wnt/beta-catenin reporter cell assay, activator; in the data active means activation above about 30%, passing the limit was not always enough; inconclusive means no clear call, values can overlap the other calls;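 further: 0% = neutral control wells and 100% = positive control wells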
CAL PDZ FP-2: CAL PDZ peptide-binding inhibitors, primary screen, biochemical, fluorescence polarization, Cer-tagged CAL PDZ, HTS; Golgi-associated PDZ and coiled-coil motif-containing protein (Homo sapiens), Q9HD26; purified CAL PDZ, TMR-peptide fluorescence polarization, 1 h; inhibition, % at 20 µM; actives 0.02% (n = 330,000); AID 504414, 2011;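 active means highest replicate inhibition of at least 40%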;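 further: plate controls were DMSO neutral control wells for no effect and unlabeled competitor peptide control wells for full effect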
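Test system: tagged CAL PDZ domain / Buffer or medium: sodium phosphate/NaCl buffer pH 7.4 with TCEP, IgG, Thesit / Reagent: TMR-labelled reporter peptide T*-PRC34 bound in PDZ groove / Compound dosing: single point, 20 µM / Schedule: 1 h incubation at room temperature before polarization reading / Technique: fluorescence polarization (mP) / Benchmarks: unlabelled peptide, DMSO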
Tat transport: E. coli Tat export inhibitors, primary screen, MC4100, TorA-mCherry reporter, fluorescence, single point. actives 0.036% (n = 340,000). inhibition, % at 10 µM. AID 488895, 2010;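 active means mean replicate inhibition at least 50% and at least half of replicates individually reaching 50%; inconclusive means only one of the two criteria met; inactive means neither criterion met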;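 further: exported cargo escapes ClpAP degradation while cytoplasmic cargo is degraded and loses fluorescence; 0% = median of neutral control wells and 100% = median of NaSCN control wells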
Ecoli viability: E. coli V3065 growth inhibition, primary screen, counter-screen for AddAB inhibitor project, absorbance, OD600. 18 h. actives 0.27% (n = 330,000). AID 449728, 2010. inhibition, % at 11.9 µM;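 active means inhibition above the campaign's mean inhibition across all tested compounds plus 3 SD, cut at about 9.9% in these data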;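 further: uninfected addAB+ strain grown without phage in ampicillin broth; 0% = DMSO wells and 100% = ciprofloxacin 0.95 µg/ml wells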
AddAB inh: growth inhibition of E. coli expressing H. pylori AddAB, primary screen, AddAB inhibitor project, absorbance; inhibition, % at 11.9 µM; actives 0.29% (n = 330,000); in the data active means inhibition above about 12%;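 further: 0% = vehicle wells of infected cells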
phage Ecoli inh: growth loss of phage-infected E. coli, primary screen, RecBCD inhibitor project, absorbance, with phage, HTS; inhibition, % at 11.9 µM; actives 0.26% (n = 360,000); in the data active means inhibition above about 11%
* = called active by the depositor; ? = inconclusive; / = no result given.

item	compound	Ecoli viability	SR-BI uptake up	AddAB inh	CAL PDZ FP-1	SR-BI DiI inh	Tat transport	CAL PDZ FP-2	Wnt act	phage Ecoli inh	MITF act
1	CC(=O)NC1c2ccccc2C(=O)N1Cc1ccccc1 (centres undefined)	-1.0	3.3	0.6	-1.6	-3.3	-1.9	-0.7	-0.6	2.2	/
2	O=C(Nc1ccc(N2CCOCC2)cc1)C1CC(=O)N(c2ccccc2)C1 (centres undefined)	0.6	2.7	7.9	2.7	-2.7	-2.2	-2.7	-0.9	6.3	-4.2
3	O=C(c1cccc(Br)c1)N1CCN(c2ccc(N3CCOCC3)nn2)CC1	-0.2	3.8	6.3	-0.5	-3.8	-7.4	-2.1	-7.1	3.8	-1.3
4	COc1cc(C2c3cc4c(cc3OC(C)(N3CCCC3)C2C)OCO4)cc(OC)c1OC (centres undefined)	/	9.4	/	2.2	-9.4	-7.7	-1.4	-4.8	4.9	-32.1
5	CC(C)c1cccc(C(C)C)c1NC(=O)CNCc1ccccc1F	0.8	-5.3	-1.9	0.6	5.3	0.0	-0.9	1.9	-0.4	-2.5
6	O=C(CN1CCCCCC1)Nc1nc2ccccc2s1	/	6.8	/	4.3	-6.8	5.3	-1.4	1.5	0.7	/
7	COc1cc(C(CC(=O)N2CCCC2)c2c(OC)cc(OC)c3c(-c4ccccc4)cc(=O)oc23)cc(OC)c1OC (centres undefined)	0.0	13.2	4.0	-3.1	-13.2	18.8	-0.3	-2.1	0.9	1.3
8	Cc1ccc(N(CC(=O)NCc2ccccc2Cl)S(=O)(=O)c2c(C)noc2C)cc1	-1.6	0.2	0.8	-1.1	-0.2	-5.5	-2.0	-0.6	0.6	10.8
9	CC(C)C[C@H](N)C(=O)N1CCC(C(=O)N[C@H](C(=O)NC(C)c2ccccc2)C(C)C)CC1 (some centres undefined)	1.3	0.0	5.4	1.0	0.0	-1.6	0.8	-1.8	2.3	7.4
10	CCC(=O)OCCNc1cc(Sc2nc3ccccc3[nH]2)c2nonc2c1[N+](=O)[O-]	1.0	14.9	2.1	-4.9	-14.9	-1.1	3.6	-17.7	0.7	-72.5
11	Cc1ccccc1C(=O)NC(=S)Nc1sc2c(c1C#N)CCCC2	-1.2	0.9	1.2	-2.4	-0.9	-14.9	0.8	/	3.1	5.5
12	COc1cc(SC)ccc1C(=O)NCCOc1ccc(Cl)cc1	1.5	3.8	1.0	-6.5	-3.8	6.8	-1.8	-0.1	1.7	19.4
13	CCN1CCN(Cc2ccc(NC(=O)c3ccc(C)c(NC(=O)c4cncc(-c5cccs5)c4)c3)cc2C(F)(F)F)CC1	/	-34.6	/	-7.3	34.6	3.7	-5.5	/	/	-96.4
14	O=C(Nc1ccccc1)c1nn(-c2ccccc2)c(=O)cc1C(F)(F)F	1.4	3.0	3.3	/	-3.0	-13.1	-0.5	/	0.9	-12.8
15	Cc1cccc(C)c1N1CCN(c2ccc3nnc(C(F)(F)F)n3n2)CC1	0.5	18.2	1.9	-1.8	-18.2	-1.8	0.3	/	2.4	8.7
16	COc1ccc(CC(=O)Nc2cccc(C(=O)NN3C(=O)c4ccccc4C3=O)c2C)cc1	0.4	-7.1	0.3	0.7	7.1	-5.9	-0.9	/	2.8	-2.4
17	CC(C(=O)O)c1ccc(CC2CCCC2=O)cc1 (centres undefined)	-0.2	0.7	-1.8	-2.1	-0.7	2.6	-0.9	0.7	2.6	-2.7
18	COc1ccc(Nc2cc(=O)oc3ccccc23)cc1	3.7	-20.2	4.4	14.8	20.2	-4.0	-1.1	-8.3	3.5	/
19	COc1ccc(NC(=O)Nc2cccc3c2O[C@H](CN(C)C(=O)Nc2c(C)noc2C)[C@@H](C)CN([C@H](C)CO)C3=O)cc1	1.0	5.2	0.6	0.4	-5.2	-0.1	-0.4	-2.2	0.9	-1.1
20	O=C(COc1ccccc1C(=O)O)Nc1cccc2ccccc12	-0.2	2.5	1.0	6.2	-2.5	-2.1	0.2	0.7	-0.6	/

Compounds shown so far that contain an aryl methoxy group:
item	compound	Ecoli viability	SR-BI uptake up	AddAB inh	CAL PDZ FP-1	SR-BI DiI inh	Tat transport	CAL PDZ FP-2	Wnt act	phage Ecoli inh	MITF act
4	COc1cc(C2c3cc4c(cc3OC(C)(N3CCCC3)C2C)OCO4)cc(OC)c1OC (centres undefined)	/	9.4	/	2.2	-9.4	-7.7	-1.4	-4.8	4.9	-32.1
7	COc1cc(C(CC(=O)N2CCCC2)c2c(OC)cc(OC)c3c(-c4ccccc4)cc(=O)oc23)cc(OC)c1OC (centres undefined)	0.0	13.2	4.0	-3.1	-13.2	18.8	-0.3	-2.1	0.9	1.3
12	COc1cc(SC)ccc1C(=O)NCCOc1ccc(Cl)cc1	1.5	3.8	1.0	-6.5	-3.8	6.8	-1.8	-0.1	1.7	19.4
16	COc1ccc(CC(=O)Nc2cccc(C(=O)NN3C(=O)c4ccccc4C3=O)c2C)cc1	0.4	-7.1	0.3	0.7	7.1	-5.9	-0.9	/	2.8	-2.4
18	COc1ccc(Nc2cc(=O)oc3ccccc23)cc1	3.7	-20.2	4.4	14.8	20.2	-4.0	-1.1	-8.3	3.5	/
19	COc1ccc(NC(=O)Nc2cccc3c2O[C@H](CN(C)C(=O)Nc2c(C)noc2C)[C@@H](C)CN([C@H](C)CO)C3=O)cc1	1.0	5.2	0.6	0.4	-5.2	-0.1	-0.4	-2.2	0.9	-1.1

Going on with the list.
item	compound	Ecoli viability	SR-BI uptake up	AddAB inh	CAL PDZ FP-1	SR-BI DiI inh	Tat transport	CAL PDZ FP-2	Wnt act	phage Ecoli inh	MITF act
21	C=CCNc1nc2c(c(=O)n(C)c(=O)n2C)n1CC	0.7	6.4	0.3	/	-6.4	0.1	-0.8	4.1	2.8	/
22	COc1ccc(C2=[N+]([O-])C(C)(C)N(O)C2(C)C)cc1	-0.4	-11.9	0.4	0.0	11.9	1.8	-1.8	2.4	2.3	/
23	Cc1ccccc1N1CCN(S(=O)(=O)C[C@]23CCC(CC2NC(=O)[C@@H](N)CCS(C)(=O)=O)C3(C)C)CC1 (some centres undefined)	-2.3	14.0	-2.7	-3.3	-14.0	7.6	-0.5	5.0	3.6	3.1
24	CC(C)(C)C(=O)Nc1ccccc1N1CCN(C(=O)c2ccc(Cl)cc2)CC1	1.9	-21.0	-1.9	-5.7	21.0	-0.3	-2.4	-3.1	0.6	-4.0
25	COC(=O)c1ccc(-n2c(C)cc(C(=O)CCl)c2C)cc1	-0.1	-13.3	2.5	2.4	13.3	4.6	-1.6	0.0	2.7	-85.7
26	c1ccc(-c2cnc(SCCN3CCOCC3)n2CC2CCCO2)cc1 (centres undefined)	1.5	-14.5	-0.2	2.5	14.5	-4.3	0.8	/	-3.1	-3.0
27	CCOc1ccc2c(c1)C(C)=CC(C)(C)N2C(=O)Nc1ccccc1	0.5	-7.3	0.2	-3.4	7.3	6.9	0.5	/	/	2.0
28	O=C(NCCN1CCOCC1)c1cc2sccc2n1Cc1ccc(F)cc1	-1.1	0.6	0.9	/	-0.6	6.2	-2.9	/	1.2	0.1
29	O=C(NNC(=O)c1ccc(Cl)cc1Cl)c1cnccn1	-6.4	0.4	-7.2	-2.3	-0.4	-3.5	-0.5	-0.7	-4.9	8.5
30	Cc1ccc(NC(=O)CN2C(=O)NC(C)(c3ccc4c(c3)OCO4)C2=O)cc1 (centres undefined)	-1.3	/	-1.1	-4.8	/	-4.9	-0.8	-4.2	3.6	5.0
31	O=C1NC(c2ccc(Cl)cc2Cl)Oc2ccccc21 (centres undefined)	1.5	23.7	-0.8	-0.8	-23.7	-5.1	-0.7	-0.8	1.9	6.5
32	COC(=O)COc1ccc(C(=O)OC)cc1	-0.9	-19.5	-0.9	0.3	19.5	-8.8	-0.6	/	2.6	14.1
33	CCC(Sc1nnc(C)c(=O)[nH]1)C(=O)Nc1cccc2ccccc12 (centres undefined)	-1.8	/	1.5	-1.0	/	-12.5	-3.0	1.4	1.6	-6.5
34	Cc1ccnc(NC(=S)NC(=O)c2ccco2)c1	0.7	63.7*	2.4	-2.2	-63.7	1.4	-1.1	?	3.9	67.6
35	Cc1cc(C(=O)Nc2cc(S(C)(=O)=O)ccc2Cl)no1	1.4	5.1	0.8	-1.6	-5.1	1.8	-1.3	0.4	-0.4	-1.1
36	S=C1Cc2ccccc2N1	/	-96.6	/	-17.2	96.6*	2.3	0.7	-18.1	1.5	-90.4
37	COc1ccc(NC(=O)N2C3CCCC2CC(NC(=O)C2CC2)C3)cc1 (centres undefined)	-1.6	/	3.5	4.6	/	-2.5	-0.5	-2.3	3.1	/
38	CC(C)c1ccc(OCC(=O)NNC(=O)c2cnccn2)cc1	-3.9	16.4	-5.8	-4.4	-16.4	-2.9	-0.6	-1.0	-6.3	/
39	Cn1nccc1C(=O)OCC(=O)Nc1ccccc1Cl	/	15.0	/	-1.1	-15.0	4.5	-0.7	0.2	0.8	-1.8
40	CC(C)(C)NC(=O)NC(=O)Cn1cc(C(F)(F)F)ccc1=O	1.5	3.9	-0.9	5.2	-3.9	11.1	/	-0.2	1.1	/
41	CCOC(=O)C1CCN(S(=O)(=O)c2cccc(-c3cn4cc(Cl)ccc4n3)c2)CC1	3.1	3.5	-2.6	0.4	-3.5	6.3	-1.0	/	2.6	-5.9
42	COc1ccc2oc(C(=O)OCC(=O)N3CCCC(C)C3)c(C)c2c1 (centres undefined)	-0.5	1.9	0.3	/	-1.9	2.9	-0.7	3.6	0.6	6.5
43	Cn1c(=NC(=O)C2CC2)sc2cccc(F)c21	-0.9	3.3	2.5	-4.5	-3.3	-8.5	0.0	5.5	0.8	6.1
44	CC1CCc2c(sc(N)c2C(=O)OC(C)C)C1 (centres undefined)	-1.6	/	3.3	-1.1	/	-7.0	-0.3	/	0.7	17.7
45	CCc1ccc(N(C(=O)c2snc(C(N)=O)c2N)C(C(=O)NCC2CCCO2)c2cccs2)cc1 (centres undefined)	-0.2	-16.5	3.1	-5.4	16.5	3.3	-3.0	4.0	0.3	9.9
46	Cn1ncc(Br)c1C(=O)Nc1c(F)c(F)cc(F)c1F	1.3	9.8	0.6	-1.9	-9.8	1.7	0.0	4.7	3.9	27.8
47	CCCc1nnc(NC(=O)CN2C(=O)C3C4C=CC(C4)C3C2=O)s1 (centres undefined)	0.5	22.6	-0.3	2.7	-22.6	-4.7	-0.8	1.2	0.0	-9.4
